# High-throughput results deposited in PubChem BioAssay by Broad Institute.
# C2C12 statin: suppression of simvastatin myotoxicity; hit rate 0.78% among 330,000; C2C12 myotubes + simvastatin, ATP luminescence, 48 h; scaled: DMSO 0, geranylgeraniol control 100; rescue of ATP level, % at 7.49 µM;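 active = mean ATP rescue above about 67%, or every replicate alone reaching that limit, limit read from the data, passing the limit was not always enough; inconclusive = no clear call, values can overlap the other calls; inactive = mean under the limit and some replicate under it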;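 note: myotubes were challenged with 10 µM simvastatin during compound exposure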
# PglD DTNB: blocks C. jejuni PglD acetyltransferase activity | hit rate 0.098% among 360,000 | purified PglD enzyme, DTNB colorimetric CoA detection | inhibition, % at 12.5 µM; in the data active = inhibition above about 16%, passing the limit was not always enough; inconclusive = no clear call, values can overlap the other calls; note: strong numbers were not always called active
# An asterisk follows results filed as active; ? = inconclusive.
SMILES,C2C12 statin,PglD DTNB
CCS(=O)(=O)N1CCC(C(=O)NCCCN2CCC(Cc3ccccc3)CC2)CC1,1,-6
CS(=O)(=O)N1CCCC(C(=O)NCc2ccc(F)cc2Cl)C1 (stereo unspecified),-6,3
Cc1ccc(S(=O)(=O)N(Cc2ccccc2)Cc2ccco2)cc1,-18,1
Cc1ccc(C)c(NC(=O)C2CC(O)CN2C(=O)OCc2ccccc2)c1 (stereo unspecified),3,-1
COc1ccc(CC(=O)Nc2nc3n(n2)C(c2ccccc2)CC(=O)N3)cc1OC (stereo unspecified),7,-4
O=C(O)c1cc(N2C(=O)C3C4C=CC(C4)C3C2=O)ccc1NCc1cccnc1 (stereo unspecified),-1,5
COc1ccccc1CN(C(=O)Cc1cccs1)C(C(=O)NC1CCCC1)c1ccncc1 (stereo unspecified),13,-4
COc1ccc(CCN2C(=O)C3C4CC(C5C(C(N)=O)=NOC45)C3C2=O)cc1OC (stereo unspecified),1,4
Cc1ccc(OCC(O)Cn2c3ccccc3c3ccccc32)cc1 (stereo unspecified),2,4
Cc1nc2ccccc2n1CCc1nc2c3ccccc3nc(=S)n2[nH]1,-1,4
CN(C)c1cccc(C(=O)OCC(=O)NCc2ccco2)c1,-5,-2
CC(C)CC(N=C1NC(C)(C)Cc2ccccc21)C(=O)O (stereo unspecified),6,-3
O=c1cc(-c2ccccc2)[nH]n1-c1nc2ccccc2s1,-7,-1
CCCCC(=O)Nc1ccc(N2CCN(S(C)(=O)=O)CC2)cc1,-9,-1
Cc1ccc2c(CC(=O)Nc3ccc(N4CCN(C)CC4)cc3C)coc2c1,-1,-3
CC1Cc2ccccc2N1C(=O)CSc1nnc(CSc2ncccn2)n1C (stereo unspecified),-3,-7
CCc1ccc(-c2nc(CN3CCC(C(=O)N4CCN(c5ccccn5)CC4)CC3)c(C)o2)cc1,25,0
NC(=O)c1ccccc1N/C=C/C(=O)c1cccs1,-28,-15
O=C(Cc1coc2ccc3ccccc3c12)N1CCc2ccccc21,-1,3
Cc1ccc2c(c1)c1ncn(CCC3=CCCCC3)c(=O)c1n2C,-14,0
CCN(CC)CCOC(=O)CCc1cccc2ccccc12,5,-2
Cc1cc(C)nc(-n2nc(C)cc2NC(=O)CNC(C)c2ccccc2)n1 (stereo unspecified),-4,1
O=c1c(-c2ccc(Cl)cc2)[n+]([O-])c2ccccc2n1OCc1ccccn1,-6,-2
O=C(COC(=O)C1(c2ccccc2F)CCCC1)N1CCN(C(=O)c2ccco2)CC1,-5,-4
COC(=O)c1cc(OC)c(OC)cc1NC(=S)N1CCCC(CO)C1 (stereo unspecified),-3,-3

# 2 entries picked at random from the list so far:
SMILES,C2C12 statin,PglD DTNB
CCc1ccc(-c2nc(CN3CCC(C(=O)N4CCN(c5ccccn5)CC4)CC3)c(C)o2)cc1,25,0
Cc1ccc(OCC(O)Cn2c3ccccc3c3ccccc32)cc1 (stereo unspecified),2,4

# Following part
SMILES,C2C12 statin,PglD DTNB
CCc1ccc(OCC(=O)N(C)C2CCS(=O)(=O)C2)cc1 (stereo unspecified),0,2
O=C(O)CNC(=O)c1ccc(S(=O)(=O)N2CCOCC2)cc1,-11,-3
Cc1ccc(-n2nnnc2SCC(=O)c2cc(C)n(CC3CCCO3)c2C)cc1 (stereo unspecified),-31,1
Cc1c(NC(=O)C23CC4CC(CC(C)(C4)C2)C3)c(=O)n(-c2ccccc2)n1C,10,1
O=C(Nc1ccc(Cl)cn1)c1cccc(F)c1,-74,2
CCCN1C2CCCC1CC(NC(=O)c1ccccc1F)C2 (stereo unspecified),3,0
Cc1cccc(OCC(=O)Nc2cc(C)ccc2O)c1,113*,7
CCOC(=O)c1sc2nc(SCC#N)n(CC3CCCO3)c(=O)c2c1C (stereo unspecified),3,-2
Cc1ccc(C)c(C(=O)COC(=O)c2ccccc2N2C(=O)C3C4CCC(C4)C3C2=O)c1 (stereo unspecified),8,-1
Cn1c(/C(C#N)=C/C2CC=CCC2)nc2ccccc21 (stereo unspecified),19,-5
CCSC1=N/C(=C\c2ccc3c(c2)OCO3)C(=O)S1,97*,3
COC(=O)C(C)Sc1nc2c(c(-c3ccc(OC)cc3)c1C#N)-c1ccccc1C2=O (stereo unspecified),7,-1
c1ccc(Cn2nnnc2C(c2cccs2)N2CCSCC2)cc1 (stereo unspecified),-1,-4
COC(=O)[C@H](C)NC(=O)Nc1ccc(OC(F)(F)F)cc1,-2,5
O=c1cc(-c2ccccc2)nc(SCc2ccc(Cl)cc2)[nH]1,32,-5
Cc1cccc(-c2noc(CN(C(=O)c3ccc4c(c3)OCO4)C(C)C)n2)c1,30,1
CCN(CCNC(=O)c1cccc(N2CCCC2=O)c1)c1ccccc1,10,-3
CCCC(C(=O)Nc1nccs1)c1ccccc1 (stereo unspecified),11,-2
Cc1nc(N2CCCCC2)c2ccsc2n1,-22,5
CCSc1nnc(NC(=O)c2cccc(S(=O)(=O)N(C)c3ccc(C)cc3)c2)s1,2,-1
Cc1cc2n(n1)C(c1ccc(N(C)C)cc1)Nc1ccccc1-2 (stereo unspecified),-4,-8
COCCN(C(=O)CSc1nnc(C)n1-c1ccccc1)c1c(N)n(Cc2ccccc2)c(=O)[nH]c1=O,-11,7
Oc1ccc(NCc2ccccc2OCc2ccccc2F)cc1,-3,-4
Cc1onc(-c2c(F)cccc2Cl)c1C(=O)NCc1cccs1,0,-3
CCOC(=O)C1CCCN(C(=O)C2CCCN(S(C)(=O)=O)C2)C1 (stereo unspecified),4,3

# Remaining list, next part:
SMILES,C2C12 statin,PglD DTNB
COc1ccc(OC)c(NC(=S)N2CCN(C/C=C/c3ccccc3)CC2)c1,10,-2
Cc1nc(-c2cccc(S(=O)(=O)N3CCC(C)CC3)c2)cs1,-3,-1
O=C(NCCCN1CCOCC1)c1ccccc1,5,4
C/C(=N/OCC(=O)NCCCCCCNC(=O)CO/N=C(/C)c1cccs1)c1cccs1,4,7
COc1ccc2cnn(CCOc3cc(C)ccc3C(C)C)c(=O)c2c1OC,3,1
CN(C(=O)COC(=O)c1nc(-c2ccccc2)n(-c2ccccc2)n1)C1CCS(=O)(=O)C1 (stereo unspecified),-4,3
O=C(CSC1=NCCS1)Nc1ccnc2ccccc12,5,11
O=C(Nc1cc(C(F)(F)F)ccc1N1CCOCC1)c1ccc(Cl)nc1,-8,-5
COC(=O)c1sc(NC(=O)c2oc3ccccc3c2C)nc1C,-10,4
c1ccc2c(-c3c[nH]c4ccccc34)c3ccccc3nc2c1,5,1
CCNC(=O)NC(=O)C(C)OC(=O)c1oc2ccc(OCC)cc2c1C (stereo unspecified),7,-4
O=c1c(N2CCCCC2)coc2ccccc12,-12,-6
CCOC(=O)Cn1c(C)c(C#N)c2ccccc21,8,2
N#C/C(=C(/O)COC(=O)CCc1ccc(S(=O)(=O)N2CCOCC2)cc1)c1nc2ccccc2[nH]1,-14,-8
Cc1ccc(Cc2nnc3n(-c4cccc(C)c4)nc(C(=O)c4ccccc4)n3c2=O)cc1,-12,-2
O=C(O)c1ccccc1OCCOc1ccccc1C(=O)O,-2,-2
COc1nccc(Nc2ccccc2)c1C#N,22,-5
CCNS(=O)(=O)c1ccc2c3c(cccc13)C(=O)N2,4,-2
CCCCn1c(SCC(=O)Nc2ccccc2C(F)(F)F)nc2ccsc2c1=O,2,-1
Cc1ccc(F)c(NC(=O)C2CCCCC2C(=O)O)c1 (stereo unspecified),26,3
CC1Cc2ccccc2N1C(=O)CSc1nnc(-c2ccc(S(=O)(=O)N3CCCC3)cc2)o1 (stereo unspecified),15,0
CC(C)C(NS(=O)(=O)c1cccc2nsnc12)C(=O)NC1CCCCC1C (stereo unspecified),-5,0
Cc1sc(NC(=O)CSc2nnc(-c3ccccc3)o2)c(C#N)c1C,6,-2
COc1cccc(N(C(=O)c2ccco2)C(C(=O)NC2CCCC2)c2cccnc2)c1 (stereo unspecified),?,2
O=C(NN=C1CCCC1)C(=O)Nc1cccc(C(F)(F)F)c1,29,0

# Structures listed so far containing a Cl atom (six):
SMILES,C2C12 statin,PglD DTNB
CS(=O)(=O)N1CCCC(C(=O)NCc2ccc(F)cc2Cl)C1 (stereo unspecified),-6,3
O=c1c(-c2ccc(Cl)cc2)[n+]([O-])c2ccccc2n1OCc1ccccn1,-6,-2
O=C(Nc1ccc(Cl)cn1)c1cccc(F)c1,-74,2
O=c1cc(-c2ccccc2)nc(SCc2ccc(Cl)cc2)[nH]1,32,-5
Cc1onc(-c2c(F)cccc2Cl)c1C(=O)NCc1cccs1,0,-3
O=C(Nc1cc(C(F)(F)F)ccc1N1CCOCC1)c1ccc(Cl)nc1,-8,-5

# More records
SMILES,C2C12 statin,PglD DTNB
COC(=O)c1ccc(Nc2cc(C)nc3ncnn23)cc1,-3,1
Cc1ccc2nc(NC(=O)c3cccs3)sc2c1,-37,-3
CCOC(=O)CCc1c(C)c(C#N)c2nc3ccccc3n2c1-n1cnc2ccccc21,-2,8
CC1(C)NC(=O)N(CCCCOc2ccc3ccccc3c2Cl)C1=O,-4,-9
CCCn1c2ccccc2c2cnn(CC(=O)N3CCN(C4CCCCC4)CC3)c(=O)c21,0,-1
COC(=O)c1cc(NC(=O)Cn2c(=O)cnc3ccccc32)cc(C(=O)OC)c1,3,6
N#Cc1nc(-c2cccs2)oc1NCCN1CCOCC1,-1,4
O=C(Cn1cncn1)NCc1ccccc1Br,-6,2
CCCCOCCCNC(=O)c1ccc(OCC)cc1,5,0
O=C(O)c1ccc(-c2ccc(Cl)cc2Cl)o1,-1,0
COCCCn1c(SCC(=O)Nc2cccc(C)n2)nnc1-c1ccco1,-3,-2
Cc1ccccc1OCc1nc(-c2ccc(NC(=O)c3ccc4c(c3)OCO4)cc2)no1,-86,0
COc1ccccc1S(=O)Cc1ccc(C(=O)O)o1 (stereo unspecified),-32,0
CC(C)c1ccc2oc(-c3ccc(N)cc3)nc2c1,2,-4
COc1ccc(Nc2ncnc3ccccc23)c(OC)c1,-1,6
Cc1cc(C)nc(SCc2nnc(SCC(=O)N3CCOCC3)o2)n1,8,6
Cc1cc(C(=O)O)c2ccccc2n1,-6,-5
COC(=O)c1cc(OC)c(OC)cc1NC(=O)c1cc(-c2ccccc2)nc2ccccc12,7,2
CC(NC(=O)c1ccccc1Cl)c1nnc(SCC(=O)Nc2ccc(C(=O)O)cc2)n1C (stereo unspecified),4,1
Cc1ccc(-c2cc3nc(-c4ccccc4)cc(N4CCOCC4)n3n2)cc1,-31,1
N#CC1=C(N)SC(N)=C(C#N)C1c1c(Cl)cccc1Cl,20,0
O=C(NC1=NCCS1)c1cc2ccccc2o1,17,-5
O=C(C1CCN(Cc2ccc(OCc3ccccc3)cc2)CC1)N1CCCC1,-8,-9
O=C(Nc1ccc(Cl)cc1)N1CCSc2ccccc21,4,-4
CCC(=O)c1ccc(N2CCN(C(=O)COc3ccc(F)cc3)CC2)c(F)c1,8,-6

# The closing 6 compounds of the part above open the next one:
SMILES,C2C12 statin,PglD DTNB
Cc1ccc(-c2cc3nc(-c4ccccc4)cc(N4CCOCC4)n3n2)cc1,-31,1
N#CC1=C(N)SC(N)=C(C#N)C1c1c(Cl)cccc1Cl,20,0
O=C(NC1=NCCS1)c1cc2ccccc2o1,17,-5
O=C(C1CCN(Cc2ccc(OCc3ccccc3)cc2)CC1)N1CCCC1,-8,-9
O=C(Nc1ccc(Cl)cc1)N1CCSc2ccccc21,4,-4
CCC(=O)c1ccc(N2CCN(C(=O)COc3ccc(F)cc3)CC2)c(F)c1,8,-6
CCOC(=O)N1CCN(c2ccc3nnnn3n2)CC1,5,1
COc1cccc(-c2csc(N3CCN(S(=O)(=O)c4ccc(F)cc4)CC3)n2)c1,?,-1
Cc1nnc(-c2cccc(Br)c2)c2cn(-c3ccc(Br)cc3)nc12,9,-1
N=c1c(C(=O)NCc2ccc(F)cc2)cc2c(=O)n3ccccc3nc2n1CCCN1CCOCC1,-4,-6
COc1ccc(CCNC(=O)c2cnc3n(c2=O)CCS3)cc1OC,-23,7
CC(=O)OC1COC(N2CCc3cc(Br)c([N+](=O)[O-])cc32)C(OC(C)=O)C1OC(C)=O (stereo unspecified),4,-1
COc1ccc(N(C)C(=O)c2cnc(N3CCN(c4ncccn4)CC3)c3ccccc23)cc1,2,-2
CNc1nc(C)c(C#N)cc1C(C)=O,2,8
CC(=O)Nc1ccc(NC(=O)c2c(C)nc3ccccn23)cc1,-11,6
Cn1c(SCC(=O)NCc2ccco2)nnc1-c1ccc(S(=O)(=O)N2CCOCC2)cc1,0,-7
CC[C@]12c3[nH]c4cc(CCC(=O)N(C)C)ccc4c3CCN1C(=O)[C@@H](CC(=O)NC/C=C(\C)CCC=C(C)C)C[C@@H]2C(=O)N1CCN(C(=O)c2ccco2)CC1,-28,-1
O=C1CCC(=O)N1CN(C(=O)c1ccco1)c1ccccc1,2,-4
CC1CCN(CCCNC(=O)C2CCN(S(=O)(=O)N3CCCCC3)CC2)CC1,-9,-5
COC(=O)c1ccccc1S(=O)(=O)NC(=O)c1ccccc1,6,-3
Cc1cc(C)c(C)c(S(=O)(=O)NCc2ccc(C(=O)N3CCCCC3)cc2)c1C,7,2
COc1ccc(NC(=O)Cn2nnc(-c3ccccc3NC(=O)c3cccs3)n2)cc1,-30,-3
Cc1ccc(S(=O)(=O)N2CCN(C(=O)CSc3nc4ccccc4c(=O)[nH]3)CC2)c(C)c1,-11,-1
Cc1cc2oc(=O)c3c(c2cc1OCc1nn[nH]n1)CCCC3,5,-8
Cc1ccccc1COc1ccc(/C(O)=C2/C(=O)C(=O)N(CCCn3ccnc3)C2c2ccco2)cc1 (stereo unspecified),6,-3
CC(Cc1cccs1)NC(=O)Nc1ccc(Cl)c(Cl)c1 (stereo unspecified),-15,-3
Clc1ccc(Cc2ccccc2)nn1,-8,-3
Cc1ccccc1C(=O)Nc1ccc(S(=O)(=O)N2CCOCC2)cc1,3,6
CC(=O)c1ccc(N2C(=O)NC3(CCCCC3)C2=O)cc1,-14,0
O=C(Nc1ncc2c(n1)-c1ccccc1CC2)c1cccc(Cl)c1,2,-3
O=C(c1ccccc1)c1nn(-c2ccc(Cl)cc2)cc1C(=O)c1cc2ccccc2oc1=O,4,5
CCCCn1c(CN2CCN(CCO)CC2)nc2ccccc21,-2,5

# This is a subset; the hit share may differ from the screen's.
